Compound activity (PubChem BioAssay)
BaF3 parental: reduces parental Ba/F3 cell viability, JAK2V617F counter-screen; 220,000 tested, 1.1% active; inhibition, % at 5.6 µM; CellTiter-Glo ATP luminescence; AID 1486;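 active = inhibition above a per-campaign cutoff, the mean inhibition of all tested compounds plus 3 SD, cut at about 27% in these data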;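 note: 0% = DMSO wells and 100% = JAK Inhibitor I control wells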
eIF4E-4G inh: inhibitors of eIF4E and eIF4G interaction in translation initiation. P63073+Q04637. TR-FRET eIF4E-eIF4GI(517-606) binding, 2 h. inhibition, % at 21.7 µM. 220,000 tested, 0.37% active. AID 782;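 active = inhibition above about 30%, limit read from the data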;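 note: 0% = full FRET control wells and 100% = background wells lacking eIF4GI fragment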
S1P4 ag: human S1P4 receptor agonism; 220,000 tested, 0.35% active; activation, % at 4.98 µM; AID 1509; S1P4-expressing cell line, agonist reporter assay; O95977; in the data active = activation above about 11%;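 note: 0% = DMSO vehicle and 100% = reference agonist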
Wee1 degr inh: human Wee1 degradation inhibition, primary screen. P30291. HeLa Luc-Wee1K328M stability, luciferase luminescence; 100% = proteasome inhibitor MG132 effect. reporter increase, % at 5 µM. 220,000 tested, 1.2% active;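 active = activation above the mean of all tested compounds plus 3 SD, set per screening run, cut at about 8.8% in these data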;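 note: cells exposed to compound for 20 h before luminescence read; 0% = DMSO alone and 100% = MG132 at 30 µM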
MDM2 E3 inh: blocks human Mdm2 ubiquitin ligase activity; Q00987; cell-based MDM2 ubiquitination luciferase reporter, 2 h; 0 = plate control, 100 = twice control, blank-subtracted; signal enhancement, % at 5 µM; 210,000 tested, 0.11% active; AID 1230;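 active = signal enhancement of 30% or more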;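 note: luminescence tracks abundance of the self-degrading MDM2-luciferase fusion protein; higher signal means inhibition of MDM2 E3 ligase activity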
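Material: Stable MDM2–luciferase fusion reporter cells | Amount: 2000 cells seeded into each well | Dosing: One concentration, 5 µM, with 0.2% DMSO | Incubation: 4 h cell settling then 2 h compound exposure, 37 °C | Measured by: Luciferase luminescence | Read-out basis: % enhancement relative to plate controls after blank subtraction | Benchmarks: Control and blank well means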
S1P4 antag: human S1P4 receptor antagonism. S1P4-expressing cells, antagonist mode, reporter read-out. 220,000 tested, 0.26% active. AID 1510. O95977. inhibition, % at 4.98 µM; in the data active = inhibition above about 29%;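 note: 0% = wells stimulated with agonist and 100% = vehicle wells without agonist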
PERK inhibitor: human PERK inhibition, primary cell-based screen; CHO PERK-DD fusion, SEAP luminescence translation reporter; inhibition, % at 5.6 µM; 220,000 tested, 0.17% active; AID 1416;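 active = inhibition above the mean inhibition of all tested compounds plus 3 SD, set separately per screening campaign, cut at about 2.9% in these data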;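 note: PERK kinase domain activated by AP20187 dimerizer at 100 nM; 0% = DMSO with dimerizer and 100% = rapamycin at 8.4 µM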
NPY2 pot ag: human NPY-Y2 potentiation or agonism, primary screen. 220,000 tested, 0.45% active. cells expressing NPY-Y2, potentiator/agonist read-out. activation, % at 3.6 µM. P49146; in the data active = activation above about 27%;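 note: cells stimulated with NPY near EC25 plus isoproterenol at EC100; 0% = vehicle plus submaximal agonist and 100% = vehicle plus saturating agonist; some results beyond the cut were filed as inactive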
Ba/F3 V617F tox: reduce viability of Ba/F3 cells dependent on JAK2V617F. AID 1446. 220,000 tested, 1.1% active. inhibition, % at 5.6 µM. Ba/F3 EpoR-JAK2V617F viability, ATP luminescence;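 active = inhibition above the campaign mean plus 3 SD over all tested compounds, cut at about 24% in these data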;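 note: cytokine-independent growth of Ba/F3 cells driven by EpoR plus mutant JAK2; 0% = DMSO-treated cells and 100% = JAK inhibitor I control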
An asterisk follows results filed as active; nt = not tested or not shown; [ ] = another dose, or the depositor's remark. This is a random part of the collection; about 4.1% have a hit in one of these screens.

compound,BaF3 parental,eIF4E-4G inh,S1P4 ag,Wee1 degr inh,MDM2 E3 inh,S1P4 antag,PERK inhibitor,NPY2 pot ag,Ba/F3 V617F tox
CCC(=O)N1CCc2cc(S(=O)(=O)CCC(=O)Nc3ccc(OC)c(OC)c3)ccc21,1,1,-0.3,4,-60,-4,1.8,12,-3
Cc1ccc(CNC(=O)C2CCN(S(=O)(=O)c3cccs3)CC2)o1,-2,3,0.1,-2,-5,-7,-0.8,3,-1
C#CCOCCOCCOCCNc1nc(N2CCN(C(=O)[C@H]([C@@H](C)CC)n3cc(CCCN=C(N)N)nn3)CC2)nc(N2CCN(C(=O)[C@H](Cc3ccc(O)cc3)n3cc(CCO)nn3)CC2)n1,0,7,1.2,1,nt,6,0.0,5,-3
O=C(N/N=C/C=C/c1ccccc1)c1ccc(Br)cc1,2,-1[fluorescence artefact?],-1.8,0,-16,4,0.0,8,-3
COc1ccc(NC(=O)C(CCCCNC(=O)OC(C)(C)C)NC(=O)OCc2ccccc2)cc1 (stereo not drawn),1,2,2.3,2,3,-16,0.3,-2,-4
CC(=O)Nc1ccc(C(=O)NNC(=O)c2cccs2)cc1,0,8,-0.5,-2,-2,-22,0.3,-7,-4
CNc1nccc(-c2ccc(F)cc2)c1C#N,-1,2,-3.0,0,-22,5,1.2,-1,-2
Cc1ccc(C(=O)NCC(=O)OCC(=O)Nc2ccccc2[N+](=O)[O-])cc1,1,7,1.9,-3,-13,-12,1.2,-10,1
O=C(CN1CCN(C(=S)NC2CCCC2)CC1)Nc1ccc(Oc2ccccc2)cc1,12,-2[fluorescence artefact?],1.3,-2,-9,1,0.1,9,1
CCOC(=O)N1CCN(C(=O)c2ccc(C#CC3(O)CCCCC3)cc2)CC1,7,4,-0.8,0,-15,2,-0.8,-10,3
O=C(Nc1ccnc(-c2ccncc2)n1)C1CC1,2,-2,-0.4,-1,-4,-22,0.0,5,4
Cc1cc(C)c2c(N)c(C(=O)N/N=C/c3cccs3)sc2n1,3,-4,-2.7,5,-7,6,-1.3,-5,-3
O=C1CSC(c2cccc([N+](=O)[O-])c2)N1C1CC2CCC1C2 (stereo not drawn),-1,-2,-0.7,-2,-8,5,0.4,8,-3
CCC(C(=O)NCCN1CCN(C)CC1)n1c(C)c2cnn(-c3ccccc3)c(=O)c2c1C (stereo not drawn),3,0,0.6,2,-11,-2,0.2,13,-6
Cc1ccc(S(=O)(=O)c2nc(C)oc2NCc2ccccc2)cc1,4,2,-0.6,-2,0,-24,0.0,-10,1
CCOC(=O)c1ccc(Nc2c(CC)c(C)nc3ncnn23)cc1,6,-2,2.5,0,-6,-7,-0.6,9,3
Cc1cc(NC(=O)CCCN2C(=O)/C(=C\c3cccs3)SC2=S)no1,0,6[fluorescence artefact?],-1.1,0,-11,3,0.8,-11,0
O=C(CNC(=O)c1ccco1)NCC(=O)OCc1ccc(C(=O)Oc2ccc(Cl)cc2)cc1,1,-9,0.4,3,-12,13,0.2,-4,-3
COC(=O)c1sccc1NC(=O)c1sccc1C,2,-5,-0.8,2,nt,-6,0.6,2,0
CC(=O)Nc1ccc(S(=O)(=O)Nc2nc3ccccc3nc2-n2ccc(=NC(=O)c3ccccc3)cc2)cc1,7,2,-0.1,0,-7,5,-0.1,-4,5
CN(C)S(=O)(=O)c1cccc(C(=O)N2CCN(Cc3ccccc3)CC2)c1,-1,-6[fluorescence artefact?],0.1,1,-10,4,0.9,10,-4
COC(=O)Cn1nc(-c2ccccc2)c2cc(Cl)ccc21,2,-1,2.8,-2,-6,21,-0.6,-7,2
Nc1ccc(S(=O)(=O)NC2(C(F)(F)F)NC(=O)N(c3ccccc3Cl)C2=O)cc1 (stereo not drawn),6,-6,-0.2,0,-6,-18,0.8,3,0
Cc1cccc(N2CCN(C(=O)CN(C)S(=O)(=O)c3ccc4c(c3)CCC(=O)N4)CC2)c1C,9,-2,-0.4,-1,-7,-34,-0.4,-11,0
COc1ccc(-n2c(Cc3cccn3C)nnc2SCC(=O)Nc2cccc(C)c2C)cc1,5,-1,-0.4,-1,-12,-33,-0.2,9,2
CCNc1nc(NC(C)C)nc(NS(=O)(=O)c2ccc(Cl)cc2)n1,1,-37,1.5,-1,-18,1,0.1,17,1
Cc1[nH]c2ccccc2c1C(=O)NS(=O)(=O)Nc1ccccc1,3,4,-1.4,-2,-18,-4,1.6,5,0
Cc1ccsc1/C=C1\SC(N)=NC1=O,7,-3[fluorescence artefact?],-0.6,-2,-9,-16,-0.5,2,5
O=C(Nc1nnc(C2CC2)s1)c1cc([N+](=O)[O-])ccc1N1CCCCC1,5,-3,0.3,-2,-14,1,-1.9,4,2
COc1ccc(-n2cc(-c3ccccc3)[n+]3c2CCCCC3)cc1,59*,0,2.5,-4,-11,-14,0.6,9,72*
N#CC1=C(N)Oc2cc(Nc3ccccc3)ccc2C1c1ccncc1 (stereo not drawn),-1,9,-2.3,-2,-16,-8,1.7,6,-1
Cc1cc(C(=O)N/N=C/c2ccc(O)c([N+](=O)[O-])c2)n[nH]1,4,1[fluorescence artefact?],-0.5,2,-9,-17,0.3,3,3
CC(NC(=O)NC(=O)c1ccc(Cl)cc1Cl)C1CC1 (stereo not drawn),6,1,-1.9,0,-8,7,-1.7,-7,5
CCCCCCNS(=O)(=O)c1ccc(OC)c(OC)c1,5,3,-1.7,-1,-7,1,0.8,-5,2
Cc1nn(Cc2cccc(F)c2)c(C)c1NC(=O)c1c([N+](=O)[O-])c(C)nn1C,7,6,1.1,-1,-14,-17,-1.1,-7,1
O=C(CCn1c(=S)[nH]c2cc3c(cc2c1=O)OCO3)N1CCN(C2CCCCC2)CC1,9,nt,-1.3,1,nt,-25,1.2,-3,0
C/C(=N\NC(N)=O)C1(C)CCCCC1,0,3,1.5,-2,15,8,0.4,-3,-5
COc1cccc(-c2nnc3sc(-c4cccs4)nn23)c1,-2,-10[fluorescence artefact?],0.6,1,-21,-12,0.6,11,-6
COCCCNC(=O)c1cc(Sc2ccc(F)cc2)nc2ccccc12,1,5,0.1,-1,-12,-15,-0.4,1,-1
COc1ccc(C2OC(=O)CC2C(=O)NCc2ccc(C)cc2)cc1OC (stereo not drawn),0,-1,1.4,0,-16,-14,0.3,-7,-3
O=C(NNC(=O)c1sc2cccc(Cl)c2c1Cl)Nc1ccccc1,0,-12,-1.6,1,-1,1,-0.4,-1,-2
COC(=O)c1ccc(-c2nc(-c3cccs3)no2)cc1,7,1,0.2,1,-80,3,0.8,-1,0
COC(=O)c1ccc(COC(=O)c2ccc(S(=O)(=O)N3CCC(C)CC3)cc2)o1,7,-1,0.9,-2,-1,-13,1.1,0,-2
CCOC(=O)c1cc(C(=O)OCC)c(=O)[nH]c1N1CCCCC1,4,-1,-0.3,1,5,-11,0.2,5,-4
O=C(COC(=O)/C=C/c1ccc2c(c1)OCO2)NC1CC1,7,1[fluorescence artefact?],0.3,1,-5,-12,0.8,-4,-3
CCOc1ccc(/C=N/OCC(=O)NCc2ccc3c(c2)OCO3)cc1OC,5,1[fluorescence artefact?],0.0,-4,3,-7,0.0,-3,-2
CCOC(=O)N1CCN(C(=O)CSCC(=O)Nc2nc(-c3cccs3)cs2)CC1,1,1[fluorescence artefact?],0.9,1,nt,-1,-0.1,7,-2
Cc1cccn2c(NC(=O)c3cccs3)c(-c3ccccc3)nc12,1,2,3.9,0,-13,-14,0.5,-9,-1
NS(=O)(=O)c1ccc(NC(=O)c2ccc(S(=O)(=O)N3CCc4ccccc43)cc2)cc1,5,-4,1.7,-4,-11,-18,0.6,20,-2
O=C(NCCN1CCN(Cc2ccccc2)CC1)C1CC(=O)N(C2CCCC2)C1 (stereo not drawn),4,2,0.6,-2,-1,-15,-0.1,-6,0
CCOC(=O)N1CCC(NC(=O)CCc2c(C)nc3ncnn3c2C)CC1,3,-6,0.0,1,-2,-6,0.8,-9,3
CCCCNC(=S)N(C)N=C1CCC(c2ccccc2)CC1 (stereo not drawn),1,-1,-0.2,-3,-3,-5,-0.1,-6,2
COc1cccc(C2C(C#N)=C(N)N(c3ncn[nH]3)C3=C2C(=O)CCC3)c1 (stereo not drawn),6,14,1.3,7,5,4,1.1,3,-2
COC(=O)c1sc2ncn(CC(=O)NCCc3ccc(OC)c(OC)c3)c(=O)c2c1C,7,-1,0.8,1,-2,-3,0.3,9,0
Cc1cccc(-n2c(=O)c3c(n4cnnc24)-c2ccccc2CC32CCCCC2)c1,1,9,-0.7,-2,-10,-5,-0.4,-7,0
COc1ccc(Cl)cc1N(CC(=O)N/N=C/c1ccc(OC(C)C)cc1)S(=O)(=O)c1ccc(C)c([N+](=O)[O-])c1,3,4,-1.3,3,-2,-15,0.3,-4,-7
O=C1Nc2ccccc2C1(O)C/C(=N/O)c1ccccc1 (stereo not drawn),7,0,-0.4,0,-7,-17,0.5,-4,1
CCOC(=O)C1=C(N)N2C(=O)CSC2=C(C(=O)OC)C1,5,2,0.3,-1,-3,14,0.2,-11,2
Cc1ccc(OCC(=O)NCc2cccs2)cc1,3,5,-1.5,0,-3,-27,0.1,-8,3
Cn1c2ccccc2c2cc(C(=O)NNS(=O)(=O)c3ccc(F)cc3)sc21,3,nt,-3.6,-2,-13,-5,0.0,-29,-4

(cont.)
compound,BaF3 parental,eIF4E-4G inh,S1P4 ag,Wee1 degr inh,MDM2 E3 inh,S1P4 antag,PERK inhibitor,NPY2 pot ag,Ba/F3 V617F tox
O=C(Cn1cc(C(=O)C2CCCCC2)c2ccccc21)NCC1CCCO1 (stereo not drawn),11,5,-0.2,1,3,-14,1.8,11,1
Cc1nc2cc(-c3sccc3-n3cccc3)nn2c(C)c1C,5,0,-0.9,3,-40,24,-1.1,-31,3
O=C1C2=C(SCCS2)C(=O)N1CCCO,-1,1,2.2,1,-13,-32,0.3,16,-5
COc1ccc(Nc2nnc(-c3ccc(O)cc3)c3ccccc23)cc1,4,-2,0.3,-4,-7,-8,0.9,11,-4
CN(C)S(=O)(=O)CC12CCC(CC1=O)C2(C)C (stereo not drawn),-1,-6[fluorescence artefact?],0.4,-1,-19,-16,0.0,-9,2
Cc1nc(-c2cccc(S(=O)(=O)N3CCCCCC3)c2)cs1,9,-1,-0.9,0,-22,-2,-1.8,-10,6
COc1ccccc1C1N(c2ccc(Cl)cc2)C(=O)C2CCCN21 (stereo not drawn),20,3,-2.9,1,8,6,-0.7,-5,23
COc1ccc([C@@H]2[C@H]3CN(C(C)=O)CC=C3C(C#N)=C(N)C2(C#N)C#N)c2ccccc12,3,0,-0.8,-2,-1,-24,0.0,-5,-4
COc1ccccc1N1CCN(CC(=O)c2c(N)n(C)c(=O)n(C)c2=O)CC1,-1,1,-0.3,1,0,1,0.3,-6,-1
COc1cccc(NC(=S)NC2CC(C)(C)NC(C)(C)C2)c1,8,-3,1.8,4,nt,-9,0.4,8,-1
